Assay outcomes from PubChem BioAssay.
GoLoco inh red – blocks human Gai1 binding to RGS12 GoLoco peptide, red readout; Gai1:RGS12 GoLoco peptide FP, rhodamine, 10 min; 230,000 tested, 0.44% active; P63096; Potency, µM (highest dose often 61.6 µM), without a hit: at the top dose activity, negative = inhibition, most hits filed as inhibitors; active = well fitted inhibition curve with a large enough effect, not every such curve was filed as active; inactive = no such curve, though single readings can be large or run the other way; note: % is set by controls: 0 for no effect and ±100 for the full control effect; nearly all actives have a fitted effect of over 30% in size; many of its hits are not listed in these tables
IMPase Li cell – IMPase inhibition in cells with lithium potentiation. CHO-M1 cells, IP1 TR-FRET (IP-One), carbachol + lithium. Potency, µM (doses to about 59.4 µM), inactives show at the top dose activity, negative = IMPase inhibition, actives largely listed as inhibitors. 210,000 tested, 0.35% active. AID 1457;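 note: IP1 builds up when IMPase is blocked and the TR-FRET signal falls; plate controls were basal vehicle for no effect and high inhibitor control for full effect; nearly all actives have a fitted effect of over 50% in size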
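CHO-M1, 2000 cells/well, 16–30 h culture; cpd + low Li+, 30 min 37C; lysis with d2-IP1/Eu-anti-IP1 Ab, 10 min RT; TR-FRET 665/620 ratio and 620 channel; AC50 via Hill.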
JMJD2E inh – JMJD2E (human) inhibition. B2RXH2. JMJD2E catalytic domain, FDH-coupled NADH fluorescence (FDH is formaldehyde dehydrogenase). Potency, µM (highest dose often 57.1 µM), for the others: at the highest dose activity change, negative = inhibition, actives largely listed as inhibitors. 230,000 tested, 1.6% active. AID 2147; active = well fitted inhibition curve with a large enough effect, not every such curve was filed as active; inconclusive = small, poorly fitted or top-dose-only effect, or another doubt; inactive = no such curve, though single readings can be large or run the other way;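 note: 0% = wells with enzyme and -100% = buffer wells without enzyme; nearly all actives have a fitted effect of over 50% in size; many of its hits are not listed in these tables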
Luc counter – counter-screen: inhibitors of Kinase-Glo firefly luciferase; 200,000 tested, 0.28% active; AID 1379; Kinase-Glo luciferase, ATP luminescence, 8 min; Q27757; Potency, µM (highest dose often 38.3 µM), for the others: at the highest dose activity change, negative = inhibition, actives largely listed as inhibitors; note: % is set by controls: 0 for no effect and ±100 for the full control effect; nearly all actives have a fitted effect of over 60% in size
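Kinase-Glo luciferase light output from ATP and luciferin was measured with 10 uM ATP, within the enzyme's linear range. Buffer: 50 mM imidazole pH 7.2, 50 mM KCl, 7 mM MgCl2, 0.01% Tween 20, 0.05% BSA; luminescence read after 8 min at ambient temperature.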
Epigenetic derep – derepresses silenced GFP reporter in murine cells | AID 1865 | Potency, µM (series often up to 53.9 µM), inactives show at the highest dose GFP activation, usual class: activators | murine LDR cells, GFP reporter derepression, 30 h | 280,000 tested, 0.2% active; note: % of control where 0% means no effect; nearly all actives have a fitted effect of over 60% in size
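Derepression of a silenced CMV-GFP reporter in murine LDR cells is scored by enumerating GFP-positive cells with a laser-scanning microplate cytometer after 30 hours of treatment at 37 C.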
RECQ1 helicase – blocks DNA unwinding by human RECQ1. Potency, µM (titrated, usually from 57.3 µM), inactives show at the top dose activity, negative = inhibition, usual class: inhibitors. 240,000 tested, 0.54% active. RECQ1 DNA unwinding, red fluorescence kinetic read. AID 2549;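 note: plate controls were vehicle for no effect and no enzyme for full effect; nearly all actives have a fitted effect of over 30% in size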
Target sequence (P46063 whole entry, looked up): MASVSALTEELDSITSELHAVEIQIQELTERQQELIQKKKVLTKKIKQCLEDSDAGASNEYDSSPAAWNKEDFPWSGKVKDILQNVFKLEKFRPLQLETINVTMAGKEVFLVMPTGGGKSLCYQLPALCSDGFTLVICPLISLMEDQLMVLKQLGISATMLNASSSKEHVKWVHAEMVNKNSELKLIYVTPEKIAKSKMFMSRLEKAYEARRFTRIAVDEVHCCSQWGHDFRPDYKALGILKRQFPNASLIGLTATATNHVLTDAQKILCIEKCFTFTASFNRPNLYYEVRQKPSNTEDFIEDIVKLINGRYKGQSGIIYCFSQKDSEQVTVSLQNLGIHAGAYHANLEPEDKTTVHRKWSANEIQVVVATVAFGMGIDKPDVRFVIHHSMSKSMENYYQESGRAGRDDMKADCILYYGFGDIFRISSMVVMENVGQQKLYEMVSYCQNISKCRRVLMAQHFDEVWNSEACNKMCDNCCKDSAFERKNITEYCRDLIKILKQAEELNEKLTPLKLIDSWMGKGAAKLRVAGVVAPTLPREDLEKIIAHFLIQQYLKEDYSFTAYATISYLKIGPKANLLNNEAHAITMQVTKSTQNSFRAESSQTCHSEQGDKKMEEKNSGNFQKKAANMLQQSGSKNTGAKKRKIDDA
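50 nM RECQ1T1 preincubated 15 min with compound in Tris pH 8.0 buffer with MgCl2, DTT, Tween-20 and 2.5 ug/ml poly(dI-dC); started with 200 nM TAMRA/BHQ-2 forked duplex and 2 mM ATP. Unwinding read as fluorescence (525/598 nm), two reads 2 h apart.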
NPSR antagonist – blocks cAMP signaling of the human neuropeptide S receptor | CHO-NPSR cells, cAMP TR-FRET, antagonist mode | Potency, µM (titrated, usually from 38.3 µM), for the others: at the top dose activity change, negative = inhibition, hits mostly inhibitors | 220,000 tested, 1% active; note: % is set by controls: 0 for no effect and ±100 for the full control effect; nearly all actives have a fitted effect of over 50% in size; many of its hits are not listed in these tables
Target sequence (Q6W5P4 whole entry, looked up): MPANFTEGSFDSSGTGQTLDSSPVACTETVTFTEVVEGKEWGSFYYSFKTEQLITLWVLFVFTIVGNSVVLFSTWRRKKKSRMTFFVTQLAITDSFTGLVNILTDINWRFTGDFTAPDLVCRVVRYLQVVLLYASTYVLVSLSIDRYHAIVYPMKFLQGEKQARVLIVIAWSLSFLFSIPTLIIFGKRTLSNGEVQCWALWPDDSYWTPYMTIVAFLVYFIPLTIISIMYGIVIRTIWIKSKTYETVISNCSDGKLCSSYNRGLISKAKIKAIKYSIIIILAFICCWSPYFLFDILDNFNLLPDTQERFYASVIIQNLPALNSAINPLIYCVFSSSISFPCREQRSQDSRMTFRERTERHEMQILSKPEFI
SMN2 splice enh – enhancers of SMN2 splice variant expression; HEK293 SMN2-luciferase splicing reporter, luminescence, 30-36 h; Potency, µM (titrated, usually from 46.1 µM), inactives show top-dose activity change, positive = activation, most hits filed as activators; 210,000 tested, 2.8% active; AID 1458; note: % of control where 0% means no effect; nearly all actives have a fitted effect of over 55% in size
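HEK293 cells carry an SMN2 […]–luciferase reporter in which exon 7 inclusion puts luciferase in frame. Cells were plated 10-12 h before compound addition, then incubated 30-36 h at 37C. ONE-Glo luminescence was read; sodium butyrate at 4.5 mM final served as control.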
Starred values were filed as active, the others as inactive; i = inactive; ? = inconclusive; · = no result given; & = joins results of further samples; [ ] = remark or other dose. Unless noted, calls come from the whole dose curve; as a rule, active = well fitted curve in the direction sought with a large enough effect; inconclusive = small, poorly fitted or top-dose-only effect, or another doubt; inactive = no such curve, though single readings can be large; an effect the other way counts as inactive or inconclusive. Potency is the fitted concentration of half-maximal effect.

Values run as follows: GoLoco inh red, IMPase Li cell, JMJD2E inh, Luc counter, Epigenetic derep, RECQ1 helicase, NPSR antagonist, SMN2 splice enh
O=C(CNCc1ccc(F)cc1)Nc1ccccc1[N+](=O)[O-]
→ 7.7%, 11.2%, 28.9%, -0.7%, -1.1%, -2.0%, -16.2%, 0.4%
COc1ccc(-c2ccnc3c(C(=O)O)cnn23)cc1
→ -0.2%, -5.9%, ?, -1.8%, 0.8%, i, -5.8%, -16.5%
COc1ccc(-n2c(SCC(=O)Nc3cc(C)on3)nc3c(c2=O)SCC3)cc1
→ 10.4%, ?, -4.9%, -1.2%, 4.0%, 6.6%, -8.0%[46.1 µM], 7.8%
COc1ccc(NC(=O)N2CCC3(CC2)CCN(C(=O)c2cnccn2)CC3)cc1
→ -4.9%, 4.5%, ·, 0.6%, ·, -1.8%, ·, -12.1%
COC(=O)CSc1nc(C)cc(Oc2ccccc2)n1
→ -3.1%, ?, 3.8%, 5.5%, 1.9%, -0.8%, -8.4%[46.1 µM], -4.2%
CC(=O)c1ccc(NC(=S)Nc2cccc(Cl)c2C)cc1
→ 7.3%, 9.2%, -5.5%, -0.8%, -0.4%, -2.7%, -15.9%, -10.5%
Cc1ccccc1C(=O)NC(=S)NCC(=O)c1ccccc1
→ 6.4%, 0.3%[38.3 µM], 4.1%, 6.8%, -1.1%, -8.3%, -12.1%[46.1 µM], -12.4%
NC/C=C\C(=O)O
→ 8.6%&4.6%&4.5%, -8.7%&-4.9%&9.1%, -11.9%&-4.2%, -3.0%&0.9%, -0.2%&0.0%&0.3%, -5.1%&13.6%, ?, -2.2%&-3.8%
Cc1ccc(C(=O)CNc2ccccc2C)cc1
→ -9.0%, 5.4%, 1.3%, -4.8%, 0.1%, -7.9%, 12.9%, -2.6%
Cc1ccc(CC2CC(=O)N(c3ccc4c(c3)OCCO4)C2=O)cc1 (stereo not given)
→ -10.4%, -1.6%[38.3 µM], -0.8%, 0.4%, -0.8%, ?, 5.7%[7.67 µM], 3.8%
CCOc1ncccc1C(=O)OCC(=O)N(CC)c1ccccc1
→ -1.7%, 3.4%, -5.9%, -3.3%, 0.2%, -6.1%, -6.0%, 4.7%
O=C(O)c1ccc2c(c1)C(=O)/C(=C/c1ccccc1)C2=O
→ -13.4%, 3.0%, -9.2%, -5.2%, 1.1%, 13.1%, -10.9%, 5.6%
CCOc1ccc(NC(=O)CCn2cccc2)cc1
→ 5.7%, -3.8%[38.3 µM], 5.1%, -6.9%, -1.1%, i, -2.3%[46.1 µM], 4.2%
Cc1oc(-c2ccccc2)nc1CC(=O)O
→ 5.4%, 16.0%[38.3 µM], ?, -1.8%, 0.0%, i, -7.3%[46.1 µM], -1.3%
COc1ccc(/C=C2/SC(=S)N(CCC(=O)O)C2=O)cc1
→ 2.3%, -5.9%[38.3 µM], 0.5%, -3.2%, -0.9%, -4.4%, -9.9%[46.1 µM], -13.1%
O=C(NCc1ccccn1)C1CC(c2ccccc2O)=NO1 (stereo not given)
→ -3.5%, 8.0%, -3.9%, 0.4%, -1.4%, i, -18.0%, ·
CNc1ccccc1C(=O)OC
→ -5.7%, ·, 22.4µM*, ·, 2.7%, i, -2.2%, ·
CN(c1ccccc1)c1ccc(/C=C(\C#N)c2nnc3n2CCCCC3)cc1[N+](=O)[O-]
→ ·, ·, -2.7%, ·, -0.9%, -6.9%, -12.2%[46.1 µM], ·
CCCCCC(=O)N/N=C(\C)c1ccc(Cl)cc1
→ -8.2%, -1.4%[38.3 µM], 85.7%[activator], -5.6%, 1.9%, i, -0.5%[46.1 µM], -4.3%
O=C(O)c1nsc(Cl)c1Cl
→ ·, ·, -3.3%, ·, -6.0%, i, 7.7%[46.1 µM], ·
CCOC(=O)C(NC(=O)Nc1ccccc1)(OCC)C(F)(F)F (stereo not given)
→ 3.3%, 19.0%[38.3 µM], -4.7%, 1.7%, -1.1%, -4.4%, -3.0%[46.1 µM], 22.1%
COc1ccc(-c2c[n+]3c4n2CCCCC4=C(c2ccccc2)C3)cc1
→ 43.3%[activator], -0.1%[38.3 µM], ?, 4.7%, 0.9%, -11.0%, -12.3%[46.1 µM], -48.8%[inhibitor]
CCNC(=O)CSc1nc(-c2ccc(F)cc2)cs1
→ 4.7%, -7.1%, 4.6%, -0.2%, 1.1%, -0.5%, 30.6%, 15.5%
COC(=O)CC1Nc2ccccc2SC1=O (stereo not given)
→ -0.8%, 9.0%[38.3 µM], -1.7%, -4.2%, 1.0%, i, -14.6%[46.1 µM], -10.0%
CCN(CC)S(=O)(=O)c1ccc(C(=O)OC2CCCCC2CN(C)C)cc1 (stereo not given)
→ 4.8%, 10.5%[38.3 µM], -4.3%, -2.7%, 0.0%, -0.3%, 5.2%[46.1 µM], -15.9%
Nc1ncc(-c2ccccc2)n1CC1CCCO1 (stereo not given)
→ 11.7%, 2.2%[38.3 µM], -6.8%, 0.7%, -1.1%, -6.3%, -9.9%[46.1 µM], 10.8%
O=c1c2cc(N3CCOCC3)ccc2[nH]c(=S)n1Cc1ccccn1
→ -16.1%, ?, ?, -2.1%, 0.0%, 7.5%, 21.1%[46.1 µM], -26.6%
NS(=O)(=O)c1ccc(NS(=O)(=O)c2ccc(NC(=S)Nc3ccccc3)cc2)cc1
→ 2.1%, 4.8%, -5.5%, 0.6%, -1.1%, -2.8%, 16.0%, -2.6%
O=C(CC1C(=O)NCCN1Cc1c(F)cccc1Cl)NCc1ccccc1 (stereo not given)
→ -0.9%, 6.3%, 5.3%, -3.4%, 0.0%, i, 27.7%, ·
CCN(CC)CCC(c1cc(OC)c(OC)c(OC)c1)c1c(OC)cc(OC)c2ccc(=O)oc12 (stereo not given)
→ -5.6%, ·, -0.2%, ·, 1.1%, i, -31.2%, ·

3 consecutive compounds from above, quoted:
Values run as follows: GoLoco inh red, IMPase Li cell, JMJD2E inh, Luc counter, Epigenetic derep, RECQ1 helicase, NPSR antagonist, SMN2 splice enh
O=C(NCc1ccccn1)C1CC(c2ccccc2O)=NO1 (stereo not given)
→ -3.5%, 8.0%, -3.9%, 0.4%, -1.4%, i, -18.0%, ·
CNc1ccccc1C(=O)OC
→ -5.7%, ·, 22.4µM*, ·, 2.7%, i, -2.2%, ·
CN(c1ccccc1)c1ccc(/C=C(\C#N)c2nnc3n2CCCCC3)cc1[N+](=O)[O-]
→ ·, ·, -2.7%, ·, -0.9%, -6.9%, -12.2%[46.1 µM], ·

Following part
Values run as follows: GoLoco inh red, IMPase Li cell, JMJD2E inh, Luc counter, Epigenetic derep, RECQ1 helicase, NPSR antagonist, SMN2 splice enh
Clc1ccc(-c2noc(CSc3nnc(-c4ccncc4)n3-c3ccccc3)n2)cc1
→ 4.6%, 42.8%[activator][38.3 µM], 2.5%, 19.4%, -1.0%, -13.2%, -19.1%[46.1 µM], ·
COc1cccc(-c2ccc(C#N)c(SCC(=O)NCCc3ccc(Cl)cc3)n2)c1
→ 1.3%, ?, ?, 3.8%, 0.0%, -1.5%, -42.7%, -10.9%
COc1ccc(Br)cc1S(=O)(=O)NCc1ccccc1
→ 6.9%, 0.2%, 2.1%, -1.5%, 0.0%, -0.8%, 13.7%, 3.3%
CCOC(=O)C1(CCCc2ccccc2)CCN(C2CCSCC2)CC1
→ 7.6%, 20.8%, -0.7%, -3.7%, 0.0%, -3.4%, -1.9%, ·
CCn1c(C)nc2cc(C(=O)N/N=C/c3ccccc3)ccc21
→ 55.0%[activator], 2.4%, -5.2%, 0.1%, 0.9%, i, -3.6%, 17.8µM*
CN=c1scc(C)n1/N=C/c1ccc(O)cc1
→ 0.7%, 5.8%[38.3 µM], -3.2%, -5.8%, 0.0%, -0.6%, -17.5%[46.1 µM], ?
Cn1c(=O)c2c(c3ccccc31)OC(=O)CC2c1cccnc1 (stereo not given)
→ 6.0%, -5.0%, ?, 1.1%, 8.7%, -2.0%, -1.4%, ·
CCCCN(CCCC)C(=O)c1ccccc1NC(=O)CN1C(=O)c2ccccc2C1=O
→ -56.3%, 60.0%[activator][38.3 µM], 3.6%, 1.3%, 0.1%, -5.1%, -7.8%[46.1 µM], -7.8%
CC(C)C(c1nnnn1Cc1ccco1)N1CCN(C2CCCC2)CC1 (stereo not given)
→ -1.5%, 2.3%[38.3 µM], -0.8%, -0.5%, -0.8%, -5.7%, 5.5%[46.1 µM], -10.3%
O=S(=O)(c1cnc(Cl)c(Cl)c1)N1CCCc2ccccc21
→ 0.5%, 4.5%, 0.8%, 1.6%, 1.0%, -23.1%, -19.1%, -9.3%
CCN1C(=O)/C(=C2/Sc3ccccc3N2CCCS(=O)(=O)O)SC1=S
→ 183.9%&5.4%[activator], 10.8%[38.3 µM], 0.5%&-4.1%, 4.2%&1.9%, 0.0%&-2.3%, -4.7%&-2.2%, -3.5%[46.1 µM], 31.3%&-8.6%
Cc1csc2nc3ccccc3c(=O)n12
→ 6.2%, -8.0%[38.3 µM], ?, 3.7%, -0.8%, -5.4%, 0.2%[46.1 µM], 16.9%
CCOC(=O)c1ccccc1NC(=O)CSc1cccc[n+]1[O-]
→ -10.7%, 3.7%[38.3 µM], -2.7%, -0.8%, -2.9%, i, -1.8%[46.1 µM], 5.2%
O/N=C\c1cccn1-c1nccs1
→ 3.4%, -6.0%, 5.6%, -3.6%, -0.3%, i, 16.7%, -8.3%
COc1cc(/C=C2/C(=O)NN(c3ccc(Cl)cc3)C2=O)ccc1OC(=O)c1ccco1
→ 6.5%, 0.1%, -5.6%, 1.3%, -1.0%, -4.1%, -37.4%, 8.4%
CCC(=O)N(CCc1ccc(S(N)(=O)=O)cc1)C1CC(=O)N(c2ccc(OC)cc2)C1=O (stereo not given)
→ 5.2%, -1.7%, 0.7%, -0.6%, 0.5%, 5.5%, -5.8%, ·
C=CCn1cnc2scc(-c3ccc(CC)cc3)c2c1=O
→ -8.1%, -1.0%[38.3 µM], 0.4%, 0.5%, 0.2%, 15.8%, ?, -18.3%
CC(=O)c1cccc(NS(=O)(=O)N2CCCCC2)c1
→ 1.8%, 19.3%[38.3 µM], 0.0%, 2.2%, -1.1%, -2.3%, 5.2%[46.1 µM], ·
O=C(N/N=C/c1ccc2c(c1)OCO2)c1cc(-c2ccccc2Cl)nc2ccccc12
→ 8.7%, 5.3%, ?, -1.5%, -3.8%, i, -16.6%, -13.5%

An excerpt; count on the stated rates, not on these rows.
